TDP2 inh: blocks human TDP2 phosphodiesterase activity; O95551; recombinant TDP2, T5PNP hydrolysis, p-nitrophenol absorbance 415 nm; inhibition, % at 12.8 µM; hit rate 0.34% among 370,000; AID 720702;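 active means inhibition above the mean of all tested compounds plus 3 SD, set per campaign, cut at about 25% in these data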;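 further: 0% = DMSO with enzyme and 100% = buffer with substrate but no TDP2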
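Assay system: Recombinant human TDP2 | Quantity: 120 nM TDP2 per well | Incubation: 2 h at 37 °C | Signal: Epi absorbance | Evaluation: Percent inhibition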
DDE Tn6 FP inh: DD(E)-Tn6 binding inhibition, primary FP screen; inhibition, % at 8.3 µM; hit rate 0.21% among 370,000; P02675; AID 720509; Fibrin DD(E) TRITC-Tn6 fluorescence polarization displacement;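 active means inhibition above a per-campaign cutoff: mean of compounds within control limits plus 3 SD, cut at about 15% in these data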;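 further: 0% = median of all compound wells on the plate and 100% = blocking peptide control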
Target sequence (P02675 whole entry, looked up): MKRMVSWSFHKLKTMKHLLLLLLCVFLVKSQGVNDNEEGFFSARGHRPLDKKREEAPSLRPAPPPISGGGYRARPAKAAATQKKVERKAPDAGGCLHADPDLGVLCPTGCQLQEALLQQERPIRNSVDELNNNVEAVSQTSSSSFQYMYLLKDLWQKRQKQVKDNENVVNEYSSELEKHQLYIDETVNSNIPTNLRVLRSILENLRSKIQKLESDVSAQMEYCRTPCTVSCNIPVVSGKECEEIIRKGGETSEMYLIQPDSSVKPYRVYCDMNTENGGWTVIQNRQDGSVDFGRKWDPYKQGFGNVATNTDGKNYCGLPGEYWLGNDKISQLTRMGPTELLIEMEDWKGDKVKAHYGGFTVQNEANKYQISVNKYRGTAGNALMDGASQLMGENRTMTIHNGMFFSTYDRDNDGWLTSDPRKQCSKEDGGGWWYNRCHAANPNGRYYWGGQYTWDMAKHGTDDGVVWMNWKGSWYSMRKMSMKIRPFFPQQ
LEDGF integ inh: blocks HIV-1 LEDGF/p75-dependent DNA integration; TR-FRET IN-LEDGF/p75 DNA integration, Eu/Cy5; inhibition, % at 3.7 µM; hit rate 0.64% among 370,000; AID 743269;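 active means inhibition above the screen-wide mean plus 3 SD, cut at about 13% in these data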;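 further: signal is the Cy5 over europium emission ratio at 671 and 618 nm; 0% = plate median of compound wells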
MBD2 DNA inh: inhibitors of human MBD2 binding to methylated oligonucleotide. inhibition, % at 4.4 µM. TR-FRET. hit rate 0.31% among 370,000; in the data active means inhibition above about 13%
Target sequence (Q9UBB5 whole entry, looked up): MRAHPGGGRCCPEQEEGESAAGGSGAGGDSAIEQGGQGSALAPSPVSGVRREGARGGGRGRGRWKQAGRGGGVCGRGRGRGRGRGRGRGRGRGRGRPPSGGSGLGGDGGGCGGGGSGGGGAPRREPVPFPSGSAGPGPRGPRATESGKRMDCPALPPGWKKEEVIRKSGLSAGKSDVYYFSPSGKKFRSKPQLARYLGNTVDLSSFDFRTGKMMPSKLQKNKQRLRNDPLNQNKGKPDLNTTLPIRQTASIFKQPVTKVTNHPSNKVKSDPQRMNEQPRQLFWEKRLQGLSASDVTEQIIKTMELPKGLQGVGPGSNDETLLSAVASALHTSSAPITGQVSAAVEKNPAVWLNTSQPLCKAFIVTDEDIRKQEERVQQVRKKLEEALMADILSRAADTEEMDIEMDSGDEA
Tn7 DDE FP: disrupts Tn7 cyclic peptide binding to fibrin D-Dimer-E complex; P02675; FP displacement of FITC-Tn7 peptide from fibrin DD(E); 0% = median of compound wells per plate; inhibition, % at 8.3 µM; hit rate 0.13% among 370,000;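 active means inhibition above the mean of compounds falling within the control limits plus 3 SD of them, cut at about 14% in these data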;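 further: 0% = plate median of compound wells and 100% = 10 µM Aha-Tn7 peptide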
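Assay system: human fibrin DD(E). Input: DD(E) 2 µM final. Medium: Tris buffer with calcium and detergent, pH 7.8. Compound dosing: single point at 8.3 µM. Timing: 10 min plus 3 h, room temperature. Technique: fluorescence polarization of the labelled Tn7 tracer. Read-out: percent inhibition. Replicates: singlicate testing.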
proKLK7 act: activators of human kallikrein-7 zymogen; P49862; purified proKLK7, EDANS-DABCYL substrate fluorescence; 100% is mature enzyme control, 0% vehicle; activation, % at 7 µM; hit rate 0.9% among 370,000;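 active means activation above the mean of all tested compounds plus 3 SD, computed per campaign excluding outliers beyond control limits, cut at about 13% in these data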
TCR-CD3 inh: blocks the human TCR-CD3 interaction | TAMRA-labeled TCR probe fluorescence, biochemical | inhibition, % at 9.4 µM | hit rate 0.37% among 360,000; in the data active means inhibition above about 19%;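 further: recombinant mutant TCR 2C K166C tagged with TAMRA read by polarization; 0% = receptor in buffer alone and 100% = receptor with positive control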
SIAE primary: human SIAE inhibition, primary screen; Q9HAT2; inhibition, % at 9.66 µM; AID 1053197; SIAE FP-Rh probe binding, fluorescence polarization; hit rate 0.69% among 370,000;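 active means inhibition above a cutoff: mean of compounds within the control limits plus 3 SD of those, cut at about 17% in these data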;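 further: 0% = plate median of compound wells and 100% = probe without SIAE protein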
PRMT1 inh: inhibitors of human PRMT1 | Q99873 | recombinant PRMT1, activity-based probe fluorescence polarization | inhibition, % at 2.79 µM | hit rate 1.3% among 370,000 | AID 652257;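 active means inhibition above about 21% made by adding two undisclosed values, limit read from the data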
UHRF1 MBD2 ctr: human UHRF1 methylated DNA binding inhibitors; Q96T88; UHRF1 binding to methylated oligo, TR-FRET; inhibition, % at 4.4 µM; hit rate 0.75% among 370,000; in the data active means inhibition above about 21%;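 further: UHRF1 SRA domain binding a hemimethylated CpG hairpin DNA probe; 0% = median of test compound wells and 100% = reference inhibitor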
* hit, by the source's call.

SMILES	TDP2 inh	DDE Tn6 FP inh	LEDGF integ inh	MBD2 DNA inh	Tn7 DDE FP	proKLK7 act	TCR-CD3 inh	SIAE primary	PRMT1 inh	UHRF1 MBD2 ctr
CCCCCc1cc(=O)[nH]c(=S)[nH]1	11.2	1.8	-0.2	1.5	6.2	0.0	4.4	2.1	0.6	-3.1
CN1CCC(NC(=O)Nc2ccc(Br)cc2)CC1	-6.8	1.7	-1.1	3.0	-9.1	0.2	-0.2	-2.3	-3.2	2.6
COC(=O)c1[nH]c2ccccc2c1CN1CCOCC1	13.8	-6.8	3.5	-1.1	3.1	0.5	-1.2	2.8	-0.8	1.2
COc1ccccc1CCC(=O)OCC(=O)Nc1cc(S(=O)(=O)N2CCOCC2)ccc1C	-0.1	5.0	0.3	1.5	1.0	1.2	-1.0	-3.0	-1.7	-1.0
Fc1ccccc1N1CCN(Cc2nc(-c3ccc(Cl)cc3Cl)no2)CC1	-18.1	1.9	0.3	-5.1	-0.5	0.3	-4.1	1.2	-4.4	2.4
CCC1CCCCN1C(=O)c1c[nH]c2ccc(S(=O)(=O)N(C)c3ccc(Cl)cc3)cc2c1=O (stereo not drawn)	-1.9	-8.1	-0.8	5.5	-6.9	0.2	-1.2	4.0	-1.6	2.9
Oc1ccc(-c2cnc(-c3ccc(O)cc3)nc2)cc1	0.2	-0.3	0.1	1.9	-1.7	0.0	7.3	-7.1	1.1	-2.6
c1ccc2c(c1)CSc1ccccc1N2	-17.3	-2.3	-0.3	2.6	-9.0	0.1	-5.6	8.6	-0.7	4.9
CCc1nnc(NC(=O)CSc2nnc(-c3ccco3)n2CCOC)s1	9.5	3.2	-5.1	2.6	3.7	-0.2	-2.6	10.8	-1.4	-1.4
O=C(O)c1cccc(N2CCCC2=O)c1	3.7	-3.9	1.2	-1.8	2.8	0.4	5.6	-0.7	0.5	-2.5
CCCSCCCNC(=O)Cn1c(=O)c2cccn2c2ccccc21	7.1	-6.6	3.7	0.0	-1.1	-0.3	-5.7	2.5	-1.7	3.4
O=C(c1cccc(OC2CCN(Cc3ccc(F)cc3Cl)CC2)c1)N1CCCC1	-4.8	0.5	0.1	0.4	7.9	0.7	4.9	-1.4	-1.6	-0.3
CC1C(=O)C(C)C(c2ccc([N+](=O)[O-])cc2)NC1c1ccc([N+](=O)[O-])cc1 (stereo not drawn)	0.5	-0.6	-0.7	4.5	2.9	-1.1	8.5	-11.7	0.8	6.1
CCOC(=O)C1=NOC(COc2ccccc2C=O)C1 (stereo not drawn)	8.5	-3.7	-1.4	7.1	2.9	-0.4	-3.2	1.2	2.7	-0.7
CCOC(=O)c1cc(-c2cccc(O)c2)oc1C	9.1	-1.7	-3.3	2.6	3.0	0.4	1.2	-5.1	-2.3	-2.6
Cc1ccc(N2CC(C(=O)OCC(=O)C(C)(C)C)CC2=O)cc1 (stereo not drawn)	1.7	10.6	-2.5	-3.8	3.0	-0.2	1.7	0.4	3.0	0.6
O=C(C1CCN(C2CCN(C/C=C/c3ccccc3)CC2)CC1)N1CCOCC1	7.9	7.5	0.3	-0.1	-4.3	0.0	-1.0	0.3	-1.5	-1.5
CN1CCN(CC(=O)Nc2c(C(=O)C3CC3)oc3ccccc23)CC1	-1.1	8.0	1.6	-5.0	-1.2	0.3	5.5	0.2	-0.2	-1.0
O=C(O)c1ccc(N2C(=O)CC(Cc3ccccc3)C2=O)cc1 (stereo not drawn)	1.4	-1.0	2.7	0.9	-0.6	-0.8	6.7	0.7	-1.2	12.4
COc1cc(NC(=O)COc2cc(O)c3c(c2)OC(C)(C)CC3=O)cc(OC)c1	3.2	-3.3	-0.5	1.6	0.0	0.2	-3.1	-11.9	6.2	2.4
O=C(N/N=C/c1ccc(O)c(O)c1O)/C(=C/c1ccc([N+](=O)[O-])cc1)NC(=O)c1ccccc1	-2.2	-2.6	-2.0	-7.8	3.0	0.3	18.0	12.4	24.4*	-9.0
C/C(=N\O)C(C)(C)Nc1ccc(Br)cc1	3.6	-5.6	0.8	5.3	3.8	0.2	-0.7	-1.0	3.1	0.0
Cc1noc(C)c1S(=O)(=O)N(C)C[C@H]1Oc2ccc(NC(=O)Cc3ccccc3)cc2C(=O)N([C@H](C)CO)C[C@@H]1C	-1.9	-0.2	1.0	-0.5	5.8	0.2	2.8	-5.5	-1.7	-0.8
Nc1ncnc(Nc2cc(C(F)(F)F)cc(C(F)(F)F)c2)n1	-4.1	7.8	-3.9	-1.1	5.9	0.2	1.7	2.8	-2.0	0.6
S=c1[nH]c2ncccc2o1	-22.7	3.1	2.3	-2.5	-0.3	-0.1	-4.8	-5.3	0.6	4.1
SMILES	TDP2 inh	DDE Tn6 FP inh	LEDGF integ inh	MBD2 DNA inh	Tn7 DDE FP	proKLK7 act	TCR-CD3 inh	SIAE primary	PRMT1 inh	UHRF1 MBD2 ctr
CSc1ncccc1C(=O)Nc1ccncc1	-3.4	-1.9	-4.2	0.4	3.9	-0.3	-1.1	5.5	4.3	0.7
CCCCSc1nnc(C)c(=O)[nH]1	-11.9	12.3	-3.7	0.6	4.0	0.0	2.8	-13.2	0.9	1.1
O=C1c2ccccc2C(=O)C12OC2c1cccc2ccccc12 (stereo not drawn)	73.5*	4.2	11.2	-5.3	6.5	1.2	-2.2	5.0	-0.8	4.7
COc1ccc(CCNC(=O)c2ccc(NC3=NC4CS(=O)(=O)CC4S3)cc2)cc1OC (stereo not drawn)	10.6	0.2	1.1	-3.5	0.0	0.9	9.9	0.8	-8.0	-4.1
COP(=O)(OC)C(Nc1ccc(Cl)cc1)c1ccccc1 (stereo not drawn)	-16.2	-0.1	7.1	6.6	7.2	-0.6	-11.7	-5.7	6.5	6.1
COc1cccc(C(=O)Oc2cc3c4c(c2)C(C)=CC(C)(C)N4C(=O)C3=O)c1	-9.1	-3.5	0.7	7.9	0.6	1.1	-3.7	-1.3	5.5	5.7
COc1ccc(/C=N/NC(=S)Nc2c(C)n(C)n(-c3ccccc3)c2=O)cc1OC	14.0	-1.8	-3.0	-3.5	2.7	-0.9	-4.6	1.1	2.0	-2.9
CCCCc1nc2cc(C(=O)N3CCCCC3CCNC(C)=O)ccc2o1 (stereo not drawn)	-1.9	4.8	1.6	-0.3	2.1	0.2	-0.1	-4.7	-1.6	-0.3
CC(=O)c1cnc2c(-c3ccccc3)cnn2c1C	1.4	2.9	0.3	4.4	-4.5	0.2	10.6	-1.9	-1.3	-2.6
Cc1nc2ccccc2c(-c2ccccc2)c1C(=O)c1ccccc1	-1.5	0.7	-1.7	1.9	0.8	0.2	2.2	4.5	-0.6	-0.7
O=S(=O)(NC1CCCCC1Nc1ccccc1)c1ccccc1 (stereo not drawn)	-4.2	-0.8	3.8	-6.1	1.0	0.7	2.1	9.8	-3.4	-4.4
O=C(NC1CCCCCCC1)c1ccc(F)cc1	-2.3	-4.8	3.9	-2.3	-3.5	0.0	0.2	-0.3	-5.0	3.6
Cc1sc2ncnc(N(C)CCc3ccccn3)c2c1C	26.1*	-0.5	2.8	2.3	-5.0	0.2	6.5	5.4	-0.2	1.0
CC(Nc1cc(N2CCNCC2)ccc1[N+](=O)[O-])c1ccccc1 (stereo not drawn)	-7.6	4.4	0.9	-5.9	1.3	-0.2	4.3	-6.1	0.3	-9.9
CCN(CC)c1ccc(NC(=O)COC(=O)C2CCN(c3ccc(C(F)(F)F)cn3)CC2)cc1	-2.5	-2.6	-0.2	-2.4	13.6	-0.1	4.8	14.8	0.6	-1.7
Cc1ccc(NC(=O)CCC(=O)NNC(=O)c2cccc([N+](=O)[O-])c2)cc1C	-3.7	3.8	-0.6	-0.3	-1.6	0.2	4.8	2.0	-0.5	-2.0
CCSc1nnc(NC(=O)CSc2nc3c(cc2C#N)CCCC3)s1	-4.4	2.9	1.6	2.0	0.0	-0.7	-0.2	1.2	-3.3	4.2
O=C(NCCOc1ccccc1)c1ccccc1	0.2	-3.9	3.6	0.4	-6.3	0.0	3.3	1.0	1.0	5.4
COc1cc(/C=N/N=C2/NC(=O)C(c3ccccc3)S2)ccc1O (stereo not drawn)	11.2	5.4	-1.6	2.0	-0.8	-5.6	9.1	18.7*	-0.6	-2.2
Nc1nonc1-n1nnc(C(=O)N/N=C/c2ccoc2)c1-c1ccccc1	0.0	10.9	-2.7	-2.5	2.9	-0.1	3.8	3.4	2.9	-1.9
COc1cccc(CNC(=O)C2CCN(S(=O)(=O)N3CCCC3)CC2)c1	-2.0	-0.9	2.8	1.1	-4.6	0.7	3.5	-5.3	1.9	-0.6
Cc1ccc(CNS(=O)(=O)c2cc3c4c(c2)C(C)C(=O)N4CCC3)cc1 (stereo not drawn)	6.6	-1.4	-0.4	3.7	1.3	1.2	-0.6	2.8	4.4	2.7
O=C(c1ccco1)N1CCN(CC(=O)N2c3ccccc3CCc3ccccc32)CC1	-5.8	-7.0	1.5	0.3	2.7	0.4	-10.3	-1.0	1.6	3.6
COc1cccc(NC(=S)N(CCC(C)C)C2CCN(C(C)=O)CC2)c1	-1.9	-2.2	1.8	3.6	-4.8	-0.8	-3.6	-1.6	4.5	2.0
Cc1ccc2scc(CN3CCCC3)c2c1	5.4	1.1	2.0	-3.3	0.9	0.3	2.9	1.2	-3.8	-0.8

Arranged by length of the SMILES (lowest first): 3 of the compounds above
SMILES	TDP2 inh	DDE Tn6 FP inh	LEDGF integ inh	MBD2 DNA inh	Tn7 DDE FP	proKLK7 act	TCR-CD3 inh	SIAE primary	PRMT1 inh	UHRF1 MBD2 ctr
O=C(NC1CCCCCCC1)c1ccc(F)cc1	-2.3	-4.8	3.9	-2.3	-3.5	0.0	0.2	-0.3	-5.0	3.6
COP(=O)(OC)C(Nc1ccc(Cl)cc1)c1ccccc1 (stereo not drawn)	-16.2	-0.1	7.1	6.6	7.2	-0.6	-11.7	-5.7	6.5	6.1
CCN(CC)c1ccc(NC(=O)COC(=O)C2CCN(c3ccc(C(F)(F)F)cn3)CC2)cc1	-2.5	-2.6	-0.2	-2.4	13.6	-0.1	4.8	14.8	0.6	-1.7

(more compounds)
SMILES	TDP2 inh	DDE Tn6 FP inh	LEDGF integ inh	MBD2 DNA inh	Tn7 DDE FP	proKLK7 act	TCR-CD3 inh	SIAE primary	PRMT1 inh	UHRF1 MBD2 ctr
COc1ccc(S(=O)(=O)N(C)C[C@H]2OCc3cnnn3CCCC(=O)N([C@H](C)CO)C[C@H]2C)cc1	-5.1	-1.1	-2.5	-2.6	3.1	-0.3	3.3	5.8	-0.7	2.3
CCn1c2ccccc2c2cc(NC(=O)CSc3nnc(-c4ccccc4OC)n3N)ccc21	15.3	-2.9	-4.1	-1.0	3.5	0.4	0.2	-0.8	-1.6	1.3
CCOC(=O)C1(Cc2ccccc2)CCN(Cc2cccn2-c2cccnc2)CC1	4.6	-1.3	-2.5	5.2	-7.3	-0.5	-1.5	1.2	0.4	-2.0
CCC(=O)c1c[nH]c(C(=O)NCCCn2ccnc2)c1	6.0	1.5	-1.3	2.1	0.0	0.8	1.1	8.2	-0.6	1.8
CCCN(CC(=O)Nc1ccccc1C)C(=O)c1ccc(OCc2c(C)noc2C)cc1	6.6	-0.7	-0.4	0.7	-3.4	-0.3	4.1	7.7	-5.1	0.5
CCc1cccc(C)c1NC(=O)c1ccccc1	-2.9	5.8	-8.2	-0.5	8.9	-0.1	-2.9	0.4	1.1	4.1

Screens deposited in PubChem by The Scripps Research Institute Molecular Screening Center.
